Compound activity: PubChem BioAssay, Broad Institute
ROS inducer – raises reactive oxygen species in U2OS cancer cells | U2OS ROS induction, H2DCF-DA fluorescence | ROS induction (% of piperlongumine), % at 10 µM | 2% of 46,000 active; in the data active = ROS induction above about 79%, passing the limit was not always enough;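 also: 0% = DMSO vehicle median and 100% = reference compound median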
* hit, by the source's call; & = joins results of further samples. This is a subset. The share of hits here may be higher or lower than overall.

| SMILES | ROS inducer |
| --- | --- |
| C[C@@H]1CC[C@]2(C(=O)O)CC[C@]3(C)C(=CCC4[C@@]5(C)C[C@@H](O)[C@@H](O)C(C)(C)C5CC[C@]43C)C2[C@]1(C)O (stereo partly drawn) | -9.0 |
| O=C(CCCCCCC(=O)Nc1ccccc1O)N/N=C/c1ccc(F)cc1 | 0.9 |
| COc1ccc(N(C(=O)c2ccccc2)S(=O)(=O)c2cc(OC)ccc2OC)cc1 | 3.1 |
| Cc1cc(C)c(Cn2c(S(=O)(=O)Cc3ccccc3)nc3ccccc32)c(C)c1 | -4.5 |
| CC[C@@H](CO)Nc1nc(NCc2ccccc2)c2ncn(C(C)C)c2n1 | -2.2 |
| Cc1ccc(CSCc2ccc(C(=O)NCCc3ccccc3)o2)cc1 | -2.4 |
| C[C@H]1CN([C@@H](C)CO)C(=O)Cc2cc(NC(=O)Cn3cnnn3)ccc2O[C@@H]1CN(C)Cc1ccncc1 | -8.3 |
| COc1c(-c2ccc(O)cc2)oc2cc(O)cc(O)c2c1=O | -4.7 |
| CCOc1ccc(NC(=O)CSc2nc3sc(C)c(C)c3c(=O)n2-c2ccc(C)cc2)cc1 | 5.5 |
| Cc1ccc(NC(=O)Cn2ccn(CCc3ccc(S(N)(=O)=O)cc3)c(=O)c2=O)cc1F | -6.5 |
| Cc1ccc2c(C)nc(NC3=NC(C(=O)Nc4ccc(Cl)c(Cl)c4)CC(=O)N3)nc2c1 (stereo not drawn) | -9.9 |
| COc1ccc(C(=O)n2nc3c(c2-c2ccc(OC)cc2)COC(C)(C)C3)cc1 | -19.2 |
| C[C@H](CO)N1C[C@H](C)[C@H](CN(C)C(=O)Nc2ccccc2)Oc2ccc(N(C)C)cc2C1=O | 39.0 |
| C[C@H]1CN([C@@H](C)CO)C(=O)Cc2cc(NS(=O)(=O)c3ccc(F)cc3)ccc2O[C@@H]1CN(C)C | 9.7 |
| COc1ccc(S(=O)(=O)N(C)C[C@H]2Oc3ccc(NC(=O)Cn4cnnn4)cc3C(=O)N([C@@H](C)CO)C[C@@H]2C)cc1 | -12.3 |
| CC1OC(O[C@H]2CC[C@@]3(C)C(CC[C@]4(C)C3CC=C3[C@@H]5CC(C)(C)C[C@@H](O)[C@]5(C)CC[C@]34C)[C@@]2(C)CO)C(OC2OC(C(=O)O)C(O)C(O)C2OC2OCC(O)C(O)C2O)C(O)C1O (stereo partly drawn) | 10.1 |
| COC(=O)c1cc(NC(=O)CN2C(=O)c3cccc4cccc2c34)ccc1Cl | 6.4 |
| C[C@H]1[C@H](C)CC[C@]2(C(=O)O)CC[C@]3(C)C(=CC[C@@H]4[C@@]5(C)CC[C@H](O)C(C)(C)[C@@H]5CC[C@]43C)[C@H]12 | 17.0 |
| C[C@H]1CN([C@@H](C)CO)C(=O)Cc2cc(NS(=O)(=O)c3cn(C)cn3)ccc2O[C@H]1CN(C)Cc1ccc(Cl)c(Cl)c1 | 0.2 |
| C[C@H](CO)N1C[C@H](C)[C@@H](CN(C)Cc2ccccc2)Oc2ccc(NC(=O)Nc3ccc4c(c3)OCO4)cc2C1=O | 2.8 |
| C[C@@H]1CN([C@@H](C)CO)C(=O)c2cc(NC(=O)CCCN(C)C)ccc2O[C@H]1CN(C)Cc1ccncc1 | 0.3 |
| Cc1noc(C)c1NC(=O)N(C)C[C@H]1Oc2ccc(NC(=O)CCN3CCOCC3)cc2CC(=O)N([C@@H](C)CO)C[C@H]1C | -2.8 |
| CC1=C(C/C=N/NC(=O)CCCCCCC(=O)Nc2ccccc2O)C(C)(C)CCC1 | 32.9 |
| C[C@H](CO)N1C[C@H](C)[C@H](CN(C)C(=O)Nc2ccnc(N3CCOCC3)c2)OCc2cnnn2CCCC1=O | -6.2 |
| COc1cc2nc(N3CCN(C(=O)c4ccco4)CC3)nc(N)c2cc1OC | -4.3&52.0 |
| OCc1ccc(-c2cc[n+](Cc3cc4c(cc3Br)OCO4)cc2)cc1 | 9.6 |
| CCCN(CCC)C(=O)CSc1nc2ccsc2c(=O)n1Cc1ccccc1Cl | 37.9 |
| C[C@@H]1CN([C@@H](C)CO)C(=O)Cc2cc(NC(=O)Nc3ccc4c(c3)OCO4)ccc2O[C@@H]1CN(C)CC1CCCCC1 | 25.0 |
| CC(C)C(NC(=O)c1ccc(O)cc1)C(=O)N1CCCC1C(=O)Nc1c(O)cccc1C(=O)O (stereo not drawn) | -3.8 |
| Cc1ccc(C(=O)NC(=S)NCc2ccco2)cc1[N+](=O)[O-] | -4.8 |

In the list so far, these have a thiophene ring, fused or not.
| SMILES | ROS inducer |
| --- | --- |
| CCOc1ccc(NC(=O)CSc2nc3sc(C)c(C)c3c(=O)n2-c2ccc(C)cc2)cc1 | 5.5 |
| CCCN(CCC)C(=O)CSc1nc2ccsc2c(=O)n1Cc1ccccc1Cl | 37.9 |

Single values from the results shown:
ROS inducer result of C[C@H](CO)N1C[C@H](C)[C@H](CN(C)C(=O)Nc2ccccc2)Oc2ccc(N(C)C)cc2C1=O is entered as 39.0
ROS inducer result of Cc1ccc(C(=O)NC(=S)NCc2ccco2)cc1[N+](=O)[O-] is entered as -4.8

Continuation.
| SMILES | ROS inducer |
| --- | --- |
| COCCCNC(=O)[C@]1(Cc2ccccc2N=[N+]=[N-])N=C(c2ccc(OCCCO)cc2)O[C@@H]1c1ccccc1N=[N+]=[N-] | 9.9 |
| O=C(CCCCC(=O)N/N=C/c1cccnc1Cl)NO | -7.1 |
| C[C@H]1CN([C@@H](C)CO)C(=O)c2cccc(NS(=O)(=O)c3ccccc3)c2O[C@@H]1CN(C)C(=O)Nc1ccc(F)cc1 | -4.4 |
| Cc1noc(C)c1S(=O)(=O)Nc1ccc2c(c1)CC(=O)N([C@H](C)CO)C[C@H](C)[C@H](CN(C)C(=O)Nc1ccc3c(c1)OCO3)O2 | -1.1 |
| C[C@@H]1CN([C@H](C)CO)C(=O)CCCn2nncc2CO[C@H]1CN(C)S(=O)(=O)c1ccc2ccccc2c1 | 9.4 |
| C[C@H]1CN([C@@H](C)CO)C(=O)c2cccc(NC(=O)C3CCCCC3)c2O[C@H]1CN(C)Cc1ccc(Cl)c(Cl)c1 | 9.4 |
| C[C@@H]1CN([C@H](C)CO)C(=O)Cc2cc(NC(=O)c3ccncc3)ccc2O[C@@H]1CN(C)Cc1ccc(C(=O)O)cc1 | -7.3 |
| Cc1noc(C)c1NC(=O)N(C)C[C@H]1Oc2ccc(NC(=O)C3CC3)cc2C(=O)N([C@@H](C)CO)C[C@H]1C | -0.5 |
| C[C@H](CO)N1C[C@H](C)[C@H](CN(C)Cc2ccc(C(=O)O)cc2)Oc2c(NS(C)(=O)=O)cccc2C1=O | -16.0 |
| CCCCN1C(=O)S/C(=C\c2cc(C)n(C)c2C)C1=O | -2.3 |
| COc1ccc(CCNC(=O)[C@@H]2c3ccccc3C(=O)N(CC34CC5CC(CC(C5)C3)C4)[C@H]2c2ccc(CO)cc2)cc1 | 15.8 |
| C[C@H](CO)N1C[C@H](C)[C@@H](CN(C)Cc2ccc(C(F)(F)F)cc2)Oc2c(NS(C)(=O)=O)cccc2C1=O | 11.7 |
| C[C@H](CO)N1C[C@H](C)[C@H](CN(C)S(=O)(=O)c2cn(C)cn2)Oc2ccc(N(C)C)cc2CC1=O | 1.8 |
| Cc1ccc(S(=O)(=O)Nc2cccc3c2O[C@@H](CN(C)Cc2ccc(C(=O)O)cc2)[C@@H](C)CN([C@@H](C)CO)C3=O)cc1 | -8.5 |
| CC1(C)NC(=S)N(c2ccccc2)N1 | 6.2 |
| Cc1noc(C)c1NC(=O)N(C)C[C@H]1Oc2c(cccc2N(C)C)C(=O)N([C@@H](C)CO)C[C@@H]1C | -7.1 |
| COc1ccc(OCC(=O)Nc2ccc3nn(-c4ccc(Cl)cc4)nc3c2)cc1 | -14.1 |
| C[C@H](CO)N1C[C@H](C)[C@@H](CN(C)C(=O)Nc2cccc3ccccc23)Oc2c(NC(=O)C3CC3)cccc2C1=O | 4.2 |
| CC(=O)Nc1ccc(NC(=O)CSc2nnc(-c3ccc(N)cc3)n2C)cc1 | -7.8 |
| Cc1cc(O)cc(=O)n1Cc1cccnc1 | 2.4 |
| C[C@@H]1CCCCO[C@@H](CN(C)S(=O)(=O)c2ccccc2)[C@@H](C)CN([C@H](C)CO)C(=O)c2cc(NC(=O)Cc3ccccc3)ccc2O1 | 53.3 |
| CS(=O)(=O)N(CC(=O)Nc1ccccc1C(=O)N1CCOCC1)c1ccc(I)cc1 | 3.4 |
| Cc1ccc(NC(=O)c2ccco2)c(NC(=O)CCN2C(=O)c3ccccc3C2=O)c1 | -18.2 |
| C[C@@H]1CCCCO[C@@H](CN(C)Cc2ccc3c(c2)OCO3)[C@@H](C)CN([C@H](C)CO)C(=O)c2cc(NC(=O)Nc3ccc(C(F)(F)F)cc3)ccc2O1 | 28.4 |
| COc1ccc(CN(C)C[C@@H]2OCCCC[C@@H](C)Oc3ccc(NC(=O)Nc4ccc5c(c4)OCO5)cc3C(=O)N([C@H](C)CO)C[C@@H]2C)cc1 | -10.5 |
| C[C@@H]1CN([C@@H](C)CO)C(=O)c2cccc(NC(=O)C3CCCCC3)c2O[C@@H]1CN(C)Cc1ccc(C(F)(F)F)cc1 | -5.3 |
| C[C@@H]1CN([C@@H](C)CO)C(=O)Cc2cc(NC(=O)Nc3ccccc3)ccc2O[C@@H]1CN(C)Cc1ccc(Cl)c(Cl)c1 | 16.8 |
| COC(=O)c1ccccc1NC(=O)COc1ccc(Br)cc1C(C)(C)C | 33.2 |
| CC(C)CC(NC(=O)Nc1cccc2ccccc12)C(=O)O (stereo not drawn) | 14.0 |
| CCCCN1C(=O)/C(=C2\SC(=Nc3ccc(Cl)cc3)N(C)C2=O)c2ccccc21 | 42.5 |
| O=C(NCCc1ccsc1)c1cnn2ccccc12 | 4.3 |
| Cc1noc(C)c1NC(=O)Nc1ccc2c(c1)C(=O)N([C@H](C)CO)C[C@H](C)[C@@H](CN(C)S(=O)(=O)c1cccs1)OCCCC[C@@H](C)O2 | -6.3 |
| O=C(Nc1ccc2c(c1)OCCO2)C1Cc2ccccc2N1C(=O)OCc1ccccc1 (stereo not drawn) | -10.5 |
| C[C@]12CCC3c4ccc(O)cc4CCC3C1C[C@@H](O)[C@@H]2O (stereo partly drawn) | -5.2 |
| CC(C)NC(=O)Nc1ccc2c(c1)CC(=O)N([C@@H](C)CO)C[C@H](C)[C@H](CN(C)Cc1ccc3c(c1)OCO3)O2 | -3.5 |
| CCN(CC)C(=O)COc1ccc2ccccc2c1Br | -5.9 |
| O=C(COc1ccc(CO)cc1Cl)Nc1ccc(F)cc1 | 8.0 |
| O=C(N/N=C/c1cccc(OCCO)c1)c1ccccn1 | -2.1 |
| Cc1noc(C)c1NC(=O)Nc1ccc2c(c1)CC(=O)N([C@H](C)CO)C[C@@H](C)[C@H](CN(C)C(=O)NC(C)C)O2 | -3.4 |
| O=C(CSc1nc2ccccc2c(=O)[nH]1)Nc1cccc(I)c1 | 16.7 |
| Cc1sc2ncn(CC(=O)Nc3ccc(Oc4ccccc4)cc3)c(=O)c2c1-c1ccccc1 | -10.4 |
| C[C@H]1CN([C@@H](C)CO)C(=O)c2cc(NC(=O)C3CC3)ccc2O[C@@H]1CN(C)S(=O)(=O)c1ccc(Cl)cc1 | 4.1 |
| O=C(CSCc1ccccc1)Nc1ccccc1C(=O)NCc1ccccc1 | -12.8 |
| Cc1ccc(S(=O)(=O)N(C)C[C@@H]2Oc3ccc(NC(=O)Nc4ccccc4)cc3CC(=O)N([C@H](C)CO)C[C@H]2C)cc1 | 13.8 |
| COC(=O)c1cc(OC)c(OC)cc1NC(=O)CSc1nnc(-c2cccnc2)n1C | 5.2 |
| CC(C)NC(=O)N(C)C[C@H]1Oc2ccc(NS(=O)(=O)c3ccccc3)cc2CC(=O)N([C@H](C)CO)C[C@H]1C | 2.9 |
| Cc1noc(C)c1S(=O)(=O)Nc1cccc2c1O[C@@H](CN(C)C(=O)NC(C)C)[C@@H](C)CN([C@@H](C)CO)C2=O | 0.5 |
| O=C(CSc1cn(CC(=O)N2CCOCC2)c2ccccc12)N1CCOCC1 | -10.2 |
| Cn1cnnc1-c1cccc(NC(=O)C(c2ccccc2)c2ccccc2)c1 | -23.5 |
| NC(=O)CSc1nc2c(c(=O)n1CCc1ccccc1)C1(CCCCC1)Cc1ccccc1-2 | 54.9 |
| CC(C)NC(=O)N(C)C[C@@H]1OCCCC[C@@H](C)Oc2ccc(NC(=O)Cc3ccccc3)cc2C(=O)N([C@H](C)CO)C[C@@H]1C | -2.0 |
| C/C=C1\CC(C)(CC)C(C#N)(C#N)C(N)=C1C#N (stereo not drawn) | 18.4 |
| Cc1ccc(S(=O)(=O)N(C)C[C@@H]2Oc3c(NC(=O)c4cnccn4)cccc3C(=O)N([C@@H](C)CO)C[C@@H]2C)cc1 | -5.7 |
| C[C@H]1CN([C@@H](C)CO)C(=O)c2cccc(NS(=O)(=O)c3ccc(Cl)cc3)c2O[C@@H]1CN(C)Cc1ccc(C(=O)O)cc1 | -13.8 |
| C[C@@H]1CN([C@H](C)CO)C(=O)c2cccc(NC(=O)Nc3ccc4c(c3)OCO4)c2O[C@H]1CN(C)Cc1ccc(C(F)(F)F)cc1 | 21.5 |
| COCCOC(=O)N1C(=O)[C@@]2(c3cc(C#CC4=CCCCC4)ccc31)[C@H](C(=O)NC[C@H](O)c1ccccc1)[C@H]1C(=O)O[C@H](c3ccccc3)[C@H](c3ccccc3)N1[C@@H]2c1ccc(O)cc1 | 17.7 |
| COc1ccc(C(NC(=O)C2CC=CCC2C(=O)O)c2ccccc2)cc1 (stereo not drawn) | -5.5 |
| CCCNC(=O)Cn1c(C(=O)OC)ccc1-c1ccco1 | -2.2 |
| C[C@H]1CN([C@@H](C)CO)C(=O)c2cccc(NS(=O)(=O)c3cccs3)c2O[C@H]1CN(C)C | -0.9 |
| C[C@@H]1CCCCO[C@@H](CN(C)C(=O)CCC(F)(F)F)[C@@H](C)CN([C@H](C)CO)C(=O)c2cc(NC(=O)Cc3ccccc3)ccc2O1 | 12.9 |
| Cc1noc(C)c1NC(=O)Nc1ccc2c(c1)CC(=O)N([C@H](C)CO)C[C@@H](C)[C@@H](CN(C)C(=O)Nc1ccccc1)O2 | 35.6 |
| Cc1cc(C)nc(Nc2ncc(O)n2-c2ccc(Cl)c(Cl)c2)n1 | 0.9 |
| C=CC(C)(C)C12CC3C(=O)NC(Cc4cnc[nH]4)C(=O)N3C1Nc1ccccc12 (stereo not drawn) | 0.4 |
